# APOBEC3G inh: APOBEC3G (human) deaminase inhibition. actives 0.28% (n = 330,000). inhibition, % at 20 µM. Q9HC16. recombinant A3G, ssDNA deamination FAM/TAMRA fluorescence;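 active = inhibition of at least 40% at 20 µM, with no more than 30% in the related APOBEC3A deaminase screen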;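 note: plate controls were DMSO wells with A3G for no effect and wells lacking A3G enzyme for full effect; some compounds called inactive have numbers as strong as hits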
# SENP1 inh: SENP1 (human) catalytic domain inhibition; Q9P0U3; recombinant SENP1 catalytic domain, CyPet-SUMO1-YPet FRET cleavage; inhibition, % at 10 µM; actives 0.21% (n = 360,000); AID 624204;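 active = inhibition at least 30% at 10 µM, raw YFP signal under a set limit, fluorescence ratio 0.5 to 1.5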;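 note: 0% = enzyme with DMSO and 100% = no enzyme wells; some results filed as inactive read as strong as hits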
#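 material = recombinant human SENP1 catalytic domain, His6-tagged | quantity = 20 pM enzyme | reagent = 25 nM SUMO1 FRET substrate | compound dosing = 10 µM single point, 0.5% DMSO | timing = 50 min enzyme reaction, room temperature, light-protected | detection = FRET, CFP and YFP emission | control set = no-enzyme low, enzyme-DMSO high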
# SENP8 block-1: blocks the human protease SENP8 | purified SENP8, Z-RLRGG-aminoluciferin cleavage, luminescence | actives 1.2% (n = 330,000) | AID 2540 | inhibition, % at 10 µM; in the data active = inhibition above about 50%
# SENP8 block-2: SENP8 (human) protease inhibition | Q96LD8 | recombinant SENP8, Nedd8 substrate fluorescence | inhibition, % at 20 µM | actives 0.64% (n = 360,000) | AID 602440; in the data active = inhibition mostly above about 40%, no sharp cut-off; inactive = mostly below about 27%
# Apaf1 inhib: inhibitors of human Apaf-1 apoptosome. actives 0.71% (n = 330,000). reconstituted apoptosome caspase-3 activity, DEVD-Rh110 fluorescence. inhibition, % at 20 µM; active = inhibition of at least 40% at 20 µM;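 note: plate controls were DMSO wells for no effect and DEVD-CHO caspase inhibitor wells for full effect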
# Target sequence (O14727 whole entry, looked up): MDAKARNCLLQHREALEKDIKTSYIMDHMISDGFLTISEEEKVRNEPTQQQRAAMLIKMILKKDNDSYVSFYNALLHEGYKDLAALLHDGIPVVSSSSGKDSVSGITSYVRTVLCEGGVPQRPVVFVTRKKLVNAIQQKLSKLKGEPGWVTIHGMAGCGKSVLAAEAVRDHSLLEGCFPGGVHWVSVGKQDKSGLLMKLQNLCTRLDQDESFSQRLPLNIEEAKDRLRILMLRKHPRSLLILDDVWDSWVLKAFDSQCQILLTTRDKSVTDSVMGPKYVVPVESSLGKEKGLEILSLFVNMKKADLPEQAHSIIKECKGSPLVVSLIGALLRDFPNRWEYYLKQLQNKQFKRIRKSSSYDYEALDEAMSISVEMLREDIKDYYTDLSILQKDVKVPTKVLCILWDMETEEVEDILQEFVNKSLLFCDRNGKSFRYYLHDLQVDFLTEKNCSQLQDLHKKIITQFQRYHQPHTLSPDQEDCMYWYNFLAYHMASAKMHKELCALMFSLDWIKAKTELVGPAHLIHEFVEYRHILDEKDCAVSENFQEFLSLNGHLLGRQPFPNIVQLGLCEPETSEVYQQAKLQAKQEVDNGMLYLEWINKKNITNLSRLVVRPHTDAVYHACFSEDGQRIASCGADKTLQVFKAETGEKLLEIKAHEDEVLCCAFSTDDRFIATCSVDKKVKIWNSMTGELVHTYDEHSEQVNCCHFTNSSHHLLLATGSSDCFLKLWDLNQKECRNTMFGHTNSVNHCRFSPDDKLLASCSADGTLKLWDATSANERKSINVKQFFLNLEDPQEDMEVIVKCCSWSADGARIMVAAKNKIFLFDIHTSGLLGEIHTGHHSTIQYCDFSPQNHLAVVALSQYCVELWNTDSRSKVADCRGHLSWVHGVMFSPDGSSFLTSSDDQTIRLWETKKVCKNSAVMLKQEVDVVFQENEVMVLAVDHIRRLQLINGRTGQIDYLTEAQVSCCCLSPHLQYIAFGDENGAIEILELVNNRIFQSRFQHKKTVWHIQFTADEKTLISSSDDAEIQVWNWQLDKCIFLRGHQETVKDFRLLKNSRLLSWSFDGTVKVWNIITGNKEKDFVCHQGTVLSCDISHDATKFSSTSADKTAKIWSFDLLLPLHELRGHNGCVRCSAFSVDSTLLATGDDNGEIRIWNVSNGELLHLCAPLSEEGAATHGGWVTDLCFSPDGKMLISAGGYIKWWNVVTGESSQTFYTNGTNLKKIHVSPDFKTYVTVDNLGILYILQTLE
#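 Material: biochemical Apaf-1 apoptosome reconstitution. Medium: Hepes buffer, pH 7.5. Also added: cytochrome c activation, bis-DEVD rhodamine 110 substrate. Timing: 30 min compound preincubation, 50 min activation, room temperature. Measured by: rhodamine 110 fluorescence at Ex 480/Em 540 nm.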
# SENP7 inh: SENP7 protease inhibition; recombinant SENP7, Z-RLRGG-aminoluciferin luminescence, 40 min; actives 1.5% (n = 330,000); inhibition, % at 5 µM; AID 434973;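 active = inhibition above about 50% at the single test dose, limit read from the data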;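 note: plate controls were DMSO with enzyme for no effect and no enzyme buffer wells for full effect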
# SENP6 block: inhibitors of human SENP6 protease | Q9GZR1 | Recombinant SENP6 catalytic domain, aminoluciferin luminescence | inhibition, % at 10 µM | actives 1.8% (n = 330,000) | AID 2599;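 active = inhibition above about 50% at the single tested dose, limit read from the data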;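 note: plate controls were DMSO wells with enzyme for no effect and DMSO wells lacking enzyme for full effect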
# UBC13 inh: human UBC13 polyubiquitination inhibition | UBC13 polyubiquitin chain formation, TR-FRET | inhibition, % at 20 µM | actives 0.47% (n = 330,000) | AID 485273; in the data active = inhibition above about 45%, passing the limit was not always enough
# * hit, by the source's call; . = no result given.
nr	SMILES	UBC13 inh	SENP8 block-1	SENP1 inh	Apaf1 inhib	SENP6 block	SENP8 block-2	APOBEC3G inh	SENP7 inh
1	C=CCn1c(SCC(=O)Nc2cc(C)nn2-c2ccccc2)nnc1C1CCCCC1	-5	-14	-1	1	-2	3	-2	-15
2	CCOC(=O)c1ccccc1NC(=O)c1cn(-c2ccc(C)c(C)c2)c(=O)c2ccccc12	22	-8	1	5	-8	-72	-8	-6
3	COc1ccc(Br)cc1C(=O)Nc1cccc2ncccc12	3	5	0	5	-9	-22	-3	1
4	CC(C)(C)c1nc2ccccc2c2nnc(SCC(=O)NCc3ccco3)n12	6	-1	0	-7	0	4	-5	-2
5	Cc1ccc(CNC(=O)c2cccc(S(C)(=O)=O)c2)cc1	4	-1	2	0	-17	18	-5	-2
6	Cc1cc(C(=O)NCC(=O)O)c(C)o1	3	-12	-3	-29	-13	-2	-8	-1
7	CCn1c(CNC(=O)c2ccccc2Br)nnc1SCC(=O)NC1=NCCS1	1	3	-2	-1	15	6	-13	3
8	O=C(Nc1ccc(N2CCCC2)c(Cl)c1)c1cccnc1	-3	-12	-8	21	-8	-12	-4	-6
9	CCNS(=O)(=O)c1ccc(CCC(=O)N2CCN(c3cc(Cl)ccc3C)CC2)cc1	7	0	2	0	5	13	7	-1
10	COc1ccc(OCCNc2cc(N3CCCCC3)ccc2[N+](=O)[O-])cc1	-6	3	1	10	-12	36	0	6
11	Cc1ccc(C(=O)NCC(=O)OCC(=O)c2ccc(Br)s2)cc1	-4	-5	2	9	1	2	-1	-4
12	CC(=O)COC(=O)CNC(=O)c1ccc(Br)cc1	-6	4	1	16	3	15	-2	-8
13	Cc1c(C)c2c(OCC(=O)N[C@@H](CC(C)C)C(=O)O)cc3c(c2oc1=O)CCC(C)(C)O3	9	-2	-1	0	9	-325	-6	-7
14	COCCNC(=O)C1CCCN(S(=O)(=O)c2c(C)noc2/C=C/c2cccs2)C1 (stereo unspecified)	18	4	3	-22	-13	-6	-5	1
15	CCOC(=O)c1csc(NC(=O)c2ccc(OCC)cc2)n1	3	1	-1	6	-3	10	-7	3
16	CC1(C)NC(=O)N(CC(=O)OCC(=O)c2ccc(Br)s2)C1=O	-8	-5	10	5	5	4	14	4
17	CC(C)CC(=O)c1c[nH]c(C(=O)NCCc2ccccn2)c1	8	-2	2	-7	-5	11	-7	-1
18	O=C(NCC(O)CN1CCOCC1)c1ccc([N+](=O)[O-])cc1 (stereo unspecified)	-7	2	1	-7	-11	14	0	3
19	CCc1nnc(NC(=O)c2ccc(COc3ccccc3Cl)o2)s1	0	1	2	1	-14	8	-9	-4
20	Cc1ccc(C)c2[nH]c(=O)c(CN(Cc3cccnc3)C(=S)NCc3ccco3)cc12	12	-2	-4	2	-3	-32	-2	5
21	N#Cc1ccc(OCC(=O)Nc2ccc3[nH]c(=O)[nH]c3c2)cc1	0	12	1	-2	12	0	-4	-2
22	COc1ccc(/C(C)=N/NC(=S)Nc2cc(C)ccc2C)cc1	18	-4	3	8	-18	11	-4	0
23	CC(=O)NC(CC(=O)O)c1ccc(F)cc1 (stereo unspecified)	10	-2	2	-3	-1	-2	0	9
24	COc1cc(OC)c2ccc(=O)oc2c1C(CC(=O)N1CCCC(C)C1)c1ccc2c(c1)OCO2 (stereo unspecified)	-9	-7	-16	7	-8	-405	1	10
25	CC1(C)CC(CC(=O)O)C(=O)O1 (stereo unspecified)	-10	-13	2	0	-8	13	-7	-3
26	CCOc1ccc(CC(=O)NCC2(N3CCCCC3)CCCCC2)cc1	2	4	-11	-11	5	16	0	4
27	CC1Cc2ccccc2N1c1ncnc2c1nnn2Cc1ccccc1Cl (stereo unspecified)	29	2	0	9	-2	-91	1	7
28	O=C(Cn1c(C(F)(F)F)nc2ccccc21)N1CCCC1	-7	1	-1	3	-14	14	2	6
29	COc1ccc(C(=O)/C=C(\N)C(F)(F)F)c(O)c1	3	-17	0	-18	8	7	-2	-1
30	CN(C(=O)Nc1cnc2ccccc2c1)c1ccccc1	0	-3	-2	3	-6	-21	-3	-9
31	S=C(Cc1ccc(Cl)cc1)N1CCOCC1	4	-14	0	-3	-11	-20	-10	-9
32	CCOc1ccc(Cl)cc1CNCCCSc1ncccn1	-7	6	-2	-3	13	4	0	0
33	COCCN(Cc1cn[nH]c1-c1ccc2cc(OC)ccc2c1)C(C)C	-6	4	0	9	-26	-16	-4	-6
34	O=C(CSc1nnc(NC(=O)c2c(F)cccc2F)s1)NC1CCCC1	2	-3	2	-4	8	18	-10	3
35	Cc1onc(-c2ccccc2)c1C(=O)NC(=S)NNC(=O)c1ccco1	-19	-4	2	15	-20	-40	-9	-8
36	CCc1ccc2[nH]c(=O)c(C3C(C#N)=C(N)Oc4c3ccc3cccnc43)cc2c1 (stereo unspecified)	19	3	-14	16	16	-266	-5	1
37	CC(=O)c1ccc(S(=O)(=O)Nc2ccc3c(c2)OCO3)cc1	2	0	0	-3	9	9	-5	-2
38	Cc1ccc(C2=NN(CCC(=O)NCCCN3CCOCC3)C(=O)CC2)cc1	-1	-4	1	0	-1	0	1	0
39	Cc1ccc(S(=O)(=O)CCC(=O)OC(C)C(=O)NC2CCCCC2C)cc1 (stereo unspecified)	-2	-11	2	11	-16	8	-4	-16
40	CCN(Cc1ccccc1)S(=O)(=O)c1cc(C(=O)NC(C)C2CC3CCC2C3)ccc1OC (stereo unspecified)	-2	2	1	5	10	2	-6	3
41	COC(C(=O)Nc1ccnn1C1CCN(Cc2ccc(C)s2)CC1)c1ccccc1 (stereo unspecified)	0	3	1	-2	7	5	1	-13
42	COc1ccc(CCNC(=O)c2cc(S(=O)(=O)N3CCOCC3)ccc2N2CCCC2)cc1OC	2	10	4	-1	-5	5	-6	-2
43	CCc1nnc(NC(=O)Cn2nc(-c3ccccc3OC)ccc2=O)s1	2	4	0	-1	-1	-50	0	9
44	COc1c(C)cc(C(=O)C2CCCN(C(=O)c3cc(C4CC4)[nH]n3)C2)cc1C (stereo unspecified)	-3	7	0	16	14	11	5	2
45	CN(CC(=O)Nc1ccc(SC(F)F)cc1)C1CCCCC1	-6	-9	-1	9	-5	2	-10	3
46	N#Cc1ccc(/C=N/NC(=O)CCc2ccc(S(=O)(=O)N3CCOCC3)cc2)cc1	-1	-3	0	7	-4	15	-6	1
47	CCCn1c(N2CCN(S(=O)(=O)Cc3ccccc3)CC2)nc2ccccc21	-3	-2	2	15	-4	10	-12	-10
48	COc1ccc(NC(=O)Cn2c(-c3ccccc3)cc(C(C)=O)c2C)c(OC)c1	-9	-6	0	-2	3	6	-3	0

# Compound profiles, as listed above.
# COc1ccc(CCNC(=O)c2cc(S(=O)(=O)N3CCOCC3)ccc2N2CCCC2)cc1OC in the list: UBC13 inh: 2; SENP8 block-1: 10; SENP1 inh: 4; Apaf1 inhib: -1; SENP6 block: -5; SENP8 block-2: 5; APOBEC3G inh: -6; SENP7 inh: -2
# N#Cc1ccc(/C=N/NC(=O)CCc2ccc(S(=O)(=O)N3CCOCC3)cc2)cc1 in the list: UBC13 inh: -1; SENP8 block-1: -3; SENP1 inh: 0; Apaf1 inhib: 7; SENP6 block: -4; SENP8 block-2: 15; APOBEC3G inh: -6; SENP7 inh: 1
# COC(C(=O)Nc1ccnn1C1CCN(Cc2ccc(C)s2)CC1)c1ccccc1 (stereo unspecified) in the list: UBC13 inh: 0; SENP8 block-1: 3; SENP1 inh: 1; Apaf1 inhib: -2; SENP6 block: 7; SENP8 block-2: 5; APOBEC3G inh: 1; SENP7 inh: -13

# Going on with the list:
nr	SMILES	UBC13 inh	SENP8 block-1	SENP1 inh	Apaf1 inhib	SENP6 block	SENP8 block-2	APOBEC3G inh	SENP7 inh
49	Cc1cc(OCC(=O)Nc2ccccn2)c2c(C)c(C)c(=O)oc2c1	18	1	1	0	2	-186	-2	12
50	O=C(CCCCCNC(=O)c1ccccc1)N/N=C/c1ccco1	4	1	0	-13	1	21	0	-4
51	CCOC(=O)N1CCN(C(=O)COC(=O)Cc2ccc(OC)cc2)CC1	5	4	1	2	3	2	-1	-2
52	CCOC(=O)c1cnn(-c2ncnc3sc4c(c23)CCC4)c1N	-3	1	7	16	-20	-3	0	-13
53	COc1ccc(Cl)cc1S(=O)(=O)N1CCCC1=O	1	-3	2	5	4	20	-5	4
54	O=C(CSc1nnc(-c2cccnc2)n1C1CCCCC1)NC1CCCC1	2	8	1	-9	6	15	-4	2
55	COc1ccccc1C(C)NS(=O)(=O)c1cccs1 (stereo unspecified)	4	6	.	5	-4	.	-8	7
56	COc1ccc(C(=O)OCC2CC(c3ccccc3)=NO2)cc1OC (stereo unspecified)	4	0	-1	-9	10	3	-11	-10
57	Cc1cc(/C=N/Nc2nc(N3CCOCC3)nc(N3CCOCC3)n2)c(C)n1-c1ccccc1	-7	7	-11	9	7	-99	-5	-2
58	COc1ccccc1NS(=O)(=O)c1cccc(N=C2N=C(N)c3ccccc32)c1	-6	3	3	-12	-11	18	-6	-1
59	Cc1ccc(OCCC(=O)NNC(=O)c2ccccc2F)cc1	2	-9	1	15	-10	1	-1	-7
60	CCN(CC(=O)NCc1ccc(F)cc1)Cc1nc2ccccc2c(=O)[nH]1	-6	-4	-12	3	-15	9	-3	-10
61	CCC(CC)C(=O)Nc1ccc(Sc2ccc([N+](=O)[O-])cc2)cc1	4	12	1	-6	6	16	-5	0
62	O=C(NCCCO)c1ccc2[nH]c3c(c2c1)CCCC3	6	-9	-17	-4	-10	-16	-6	-11
63	CCC(C)(C(=O)NC1CCCCC1)N(Cc1cccs1)C(=O)c1ccc(=O)[nH]c1 (stereo unspecified)	-10	0	-3	-2	-10	-1	-4	0
64	CNc1ncc(Cc2ccccc2)s1	-2	-14	0	0	-5	17	-6	0
65	COc1ccc(C(=O)NCc2cccc(Cl)c2)cc1S(=O)(=O)N1CCOCC1	5	4	-3	-15	-12	-4	-10	8
66	COc1cccc(CSc2nnc(C(F)(F)F)n2Cc2ccc(F)cc2)c1	-5	-5	1	15	-9	8	-4	-11
67	COc1ccc(C(=O)NCC(=O)OC2CCCCC2=O)cc1 (stereo unspecified)	5	0	-1	2	-4	9	2	5
68	COc1ccc(S(=O)(=O)NNC(=O)Nc2ccccc2OC)c(OC)c1	9	0	2	-2	-3	10	-4	22
69	O=C(COC(=O)CNS(=O)(=O)c1ccc(F)c(F)c1F)NCCc1ccccc1	-9	-11	1	12	-6	0	5	9
70	CCN1CCN(c2cc(C)c3cc(NC(=S)NCCCOC)ccc3n2)CC1	4	-4	-6	3	-21	-214	-10	-11
71	Cc1ccc(C2OC3=C(C(=O)CC(C)(C)C3)C(N)=C2C#N)o1 (stereo unspecified)	-11	6	-3	-7	-12	-4	-12	6
72	CC(C)(C)NC(=O)C(=O)NN=C1CCCCCCC1	-4	-10	1	10	-37	6	-15	-13
73	N#CC(C#N)=Cc1ccc(-c2ccc(S(=O)(=O)N=C(N)N)cc2)o1	10	-6	-45	28	-3	-278	7	-12
74	CCc1ccc(NC(=O)C(=O)NCc2ccccn2)cc1	6	-10	3	4	-8	14	-7	5
75	Cc1ccc(NC(=O)CC(C)CC2=NS(=O)(=O)c3ccccc3N2)cc1 (stereo unspecified)	-9	-4	-1	11	-1	0	5	5
76	CCN(Cc1ccccc1)C(c1cc2cc(C)cc(C)c2[nH]c1=O)c1nnnn1CCOC (stereo unspecified)	-1	-1	-9	19	-5	-130	-3	-1
77	COc1ccccc1CC(=O)Nc1ccc(S(=O)(=O)N2CCCCC2)cc1	-3	4	-6	10	2	-1	-4	2
78	O=c1c2[nH]cnc2n(-c2cccc(Br)c2)c(=O)n1Cc1ccccc1	-8	-8	-2	15	-28	5	-5	-7

# An excerpt from above in order of the SENP6 block value, ascending:
no.	structure	UBC13 inh	SENP8 block-1	SENP1 inh	SENP6 block	APOBEC3G inh	SENP7 inh
3	COc1ccc(Br)cc1C(=O)Nc1cccc2ncccc12	3	5	0	-9	-3	1
25	CC1(C)CC(CC(=O)O)C(=O)O1 (stereo unspecified)	-10	-13	2	-8	-7	-3
11	Cc1ccc(C(=O)NCC(=O)OCC(=O)c2ccc(Br)s2)cc1	-4	-5	2	1	-1	-4
